Bcl-XL Bim block – human Bim-Bcl-XL interaction inhibition | Q07817 | AID 1007 | Bim peptide-Bcl-XL binding, bead flow cytometry, fluorescence | 190,000 tested, 0.04% active | inhibition, % at 10 µM
RGS7-Gao – regulators of human RGS7-Galphao interaction | P09471 | Multiplexed bead flow cytometry, RGS7-Galphao binding; actives lie on both sides | binding response (% of control), % at 10 µM | 220,000 tested, 0.35% active | AID 1439; in the data active = binding response below about 49% or above about 150%; inconclusive = no clear call, values can overlap the other calls; inactive = in between;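 note: fluorescent Galphao held in activated GDP-AlF4 state binding bead-coupled RGS7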
Target sequence (P09471 whole entry, looked up): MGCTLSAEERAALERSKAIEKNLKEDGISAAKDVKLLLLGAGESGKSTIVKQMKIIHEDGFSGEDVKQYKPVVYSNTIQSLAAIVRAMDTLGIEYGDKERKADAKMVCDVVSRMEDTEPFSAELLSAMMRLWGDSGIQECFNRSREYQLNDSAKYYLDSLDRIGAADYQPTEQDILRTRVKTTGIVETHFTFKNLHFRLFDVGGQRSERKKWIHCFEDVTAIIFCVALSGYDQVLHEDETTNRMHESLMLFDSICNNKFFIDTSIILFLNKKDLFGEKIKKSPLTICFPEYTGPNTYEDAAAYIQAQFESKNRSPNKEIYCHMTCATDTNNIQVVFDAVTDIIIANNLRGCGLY
Mcl1-Bid inh – disrupts binding of human Mcl-1 to Bid peptide. Q07820. inhibition, % at 21.7 µM. 220,000 tested, 0.97% active. TR-FRET Mcl-1/Bid-Dy647 peptide binding, 1536-well;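 active = compounds that cut the binding signal by more than half at the single screening dose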;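 note: His-tagged Mcl-1 with europium anti-His antibody binding Bid BH3 peptide; 0% = Mcl-1 plus peptide wells and 100% = peptide-only wells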
Target sequence (Q07820 whole entry, looked up): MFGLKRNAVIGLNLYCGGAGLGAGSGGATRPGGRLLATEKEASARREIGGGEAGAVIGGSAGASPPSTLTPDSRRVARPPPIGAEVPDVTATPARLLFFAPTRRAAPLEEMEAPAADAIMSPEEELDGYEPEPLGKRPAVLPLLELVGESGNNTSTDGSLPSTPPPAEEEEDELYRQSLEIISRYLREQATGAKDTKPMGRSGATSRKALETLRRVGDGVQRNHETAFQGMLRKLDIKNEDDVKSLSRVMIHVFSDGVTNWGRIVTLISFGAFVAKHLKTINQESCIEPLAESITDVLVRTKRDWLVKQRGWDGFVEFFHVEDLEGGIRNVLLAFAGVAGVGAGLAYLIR
Mcl1-Noxa inh – Mcl-1/Noxa interaction inhibition; Q07820; TR-FRET Mcl-1/Noxa peptide binding, 2 h; inhibition, % at 21.7 µM; 220,000 tested, 1.5% active;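 active = compounds that cut the protein-peptide binding signal by more than 50% relative to plate controls in a single-dose test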;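 note: His-tagged Mcl-1 with rhodamine Noxa BH3 peptide and terbium anti-His antibody; 0% = Mcl-1 plus Noxa peptide wells and 100% = peptide-only wells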
Bim-Bcl-B – inhibitors of Bim-Bcl-B interaction, human | Q9HD36 | bead-based flow cytometry, Bim peptide-Bcl-B binding | inhibition, % at 10 µM | 190,000 tested, 0.073% active;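 note: 0% = tracer peptide without compound and 100% = reference inhibitor peptide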
Target sequence (Q9HD36 whole entry, looked up): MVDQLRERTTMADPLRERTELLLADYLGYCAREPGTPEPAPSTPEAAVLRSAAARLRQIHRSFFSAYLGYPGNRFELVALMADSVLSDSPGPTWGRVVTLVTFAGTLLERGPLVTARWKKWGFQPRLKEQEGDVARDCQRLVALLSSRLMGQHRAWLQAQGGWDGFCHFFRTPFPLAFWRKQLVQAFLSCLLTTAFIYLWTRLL
Bim-Bcl-W – disrupts Bim peptide binding to human Bcl-W | Q92843 | bead-based flow cytometry | inhibition, % at 10 µM | 190,000 tested, 0.02% active;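 note: 0% = bound tracer without compound and 100% = peptide blocker; higher means less fluorescent Bim peptide bound to Bcl-W beads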
Bim-Mcl-1 – human Bim-Mcl-1 interaction inhibition; Q07820; Bead-based flow cytometry, Bim peptide-Mcl-1 binding; inhibition, % at 10 µM; 190,000 tested, 0.1% active;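 note: 0% = no compound tracer wells and 100% = peptide blocker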
Bfl-1 Bim block – human Bim-Bfl-1 interaction inhibition. Q16548. Bead-based flow cytometry, Bim-Bfl-1 binding inhibition. inhibition, % at 10 µM. 190,000 tested, 0.12% active. AID 1008;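 note: 0% = wells without compound plus tracer and 100% = blocker peptide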
RGS4-Gao reg – human RGS4-Galphao interaction regulation; P09471; Multiplexed bead flow cytometry, RGS4-Galphao binding; actives lie on both sides; binding response (% of control), % at 10 µM; 220,000 tested, 0.33% active; AID 1415; in the data active = binding response below about 49% or above about 150%; inactive = in between;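 note: fluorescent Galphao activated with aluminum fluoride binding bead-coupled RGS4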
RGS8-Gao reg – human RGS8-Galphao interaction regulation | P09471 | multiplexed bead flow cytometry, RGS8-Galphao binding; actives lie on both sides | response (percent of control binding), % at 10 µM | 220,000 tested, 0.34% active; in the data active = response below about 60% or above about 140%; inactive = in between;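 note: Galphao activated as the GDP aluminium fluoride complex binding bead-coupled RGS8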
Bcl-2 Bim block – human Bim-Bcl-2 interaction inhibition; Bead-based flow cytometry, Bim peptide-Bcl-2 binding; inhibition, % at 10 µM; 190,000 tested, 0.06% active; in the data active = inhibition above about 40%; inconclusive = no clear call, values can overlap the other calls;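 note: 0% = no compound wells with probe peptide and 100% = reference peptide inhibitor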
* = called active by the depositor; u = inconclusive; x = not tested or not shown. Cut-off read from the data, not from the text of the source, unless noted: active = inhibition above about 40%.

SMILES	Bcl-XL Bim block	RGS7-Gao	Mcl1-Bid inh	Mcl1-Noxa inh	Bim-Bcl-B	Bim-Bcl-W	Bim-Mcl-1	Bfl-1 Bim block	RGS4-Gao reg	RGS8-Gao reg	Bcl-2 Bim block
Cn1cc([N+](=O)[O-])c(C(=O)Nc2ccc(C3CCCCC3)cc2)n1	-6	100	-14	8	-7	-3	-5	-7	103	103	-4
COc1ccc(C)cc1N(CC(=O)O)S(=O)(=O)c1ccc(C)cc1	-4	100	8	0	-5	1	-1	-16	101	105	-18
c1cncc(-c2noc(C34CC5CC(CC(C5)C3)C4)n2)c1	-14	101	-8	22	-7	-1	0	-9	104	100	-10
O=C(Nc1cc(Cl)ccc1Cl)c1ccc(OC(=O)c2ccco2)cc1	-7	98	-4	11	-8	0	-3	-17	99	101	-8
COc1ccc(C2c3ccc(O)cc3Oc3ncn4nc(-c5ccco5)nc4c32)cc1OC (configuration not stated)	x	u	34	34	x	x	x	x	100	102	x
Cc1cc(=O)oc(C)c1C(=O)NCc1ccc(F)cc1	1	98	-18	7	0	2	0	1	95	99	-1
CCOC(=O)Cc1csc(NC(=O)/C=C/c2ccc(Cl)cc2)n1	x	u	-37	-13	x	x	x	x	100	100	x
CCOC(=O)C(CC)(CCC(=O)OC)c1csc(Nc2ccccc2O)n1 (configuration not stated)	x	u	-12	3	x	x	x	x	105	102	x
Cc1ccnc(NC(=O)C2(c3cccs3)CCOCC2)c1	-7	98	-36	-4	-11	-7	-4	-10	103	97	-5
CCOC(=O)C1CCN(S(=O)(=O)c2cnc[nH]2)CC1	-8	98	-15	0	-7	-3	-2	-18	98	100	-4
COc1ccc2c(=O)c3c(=O)n(Cc4ccco4)c(-c4ccc(C)cc4)nc3oc2c1	-5	89	8	19	-11	0	0	-1	86	88	-3
O=C(NCCc1ccccn1)c1cccc(S(=O)(=O)N2CCCCCC2)c1	-1	103	-1	34	0	0	-1	-1	103	102	-4
O=C(Nc1ccccc1)c1ccc(S(=O)(=O)N2CCCC2)cc1	-2	106	-11	18	-5	0	0	-5	107	104	-6
CCCC(=O)Nc1ccc2c(c1)nc(CCNC(=O)c1ccccc1)n2C	-8	96	2	-2	-5	5	0	-10	100	99	-2
CCOC(=O)c1cnc2c(c(C)nn2CC)c1Cl	-2	98	-51	5	-4	-1	2	-7	99	100	-6
Cc1ccc2cc(COC(=O)C3CCCO3)c(=O)[nH]c2c1 (configuration not stated)	2	99	-13	-1	1	2	0	0	101	100	1
S=C(NCc1ccco1)N1CCN(c2ccccn2)CC1	0	100	-38	3	-7	-1	0	0	100	97	1
COc1ccc(C(=O)C2CCCN(C(=O)Cc3c(C)noc3C)C2)cc1OC (configuration not stated)	0	106	4	18	-1	0	0	-4	105	102	-4
N#C/C(=C\C=C\c1ccccc1)C(=O)NCc1ccco1	-2	95	-27	1	-4	-1	-1	-1	96	97	0
O=C(N1CCOCC1)N1CCN(c2nc(-c3ccccc3)cs2)CC1	-4	96	-35	5	-2	2	-1	-3	97	98	-3
Cc1onc(-c2ccccc2)c1C(=O)N/N=C/C=C/c1ccccc1	x	u	-6	11	x	x	x	x	101	101	x
O=C(Nc1nnc(-c2ccc(F)cc2)o1)c1cc(Cl)sc1Cl	-10	99	-4	-31	-5	-4	-5	-2	98	97	2
S=C(NC1CCCCC1)N1CCN(Cc2ccccc2)CC1	-8	102	-42	-2	-11	-5	-6	-10	106	101	-6
CC(C)NC(=O)c1onc(CSc2ccc(C(C)C)cc2)c1C(=O)O	-1	94	18	26	-8	0	0	-15	95	95	-8
CC12CC3(C)CC(C)(C1)CC(C(=O)Nc1nn[nH]n1)(C2)C3	0	109	-68	-6	0	0	0	-1	117	105	-2
More structures follow:
SMILES	Bcl-XL Bim block	RGS7-Gao	Mcl1-Bid inh	Mcl1-Noxa inh	Bim-Bcl-B	Bim-Bcl-W	Bim-Mcl-1	Bfl-1 Bim block	RGS4-Gao reg	RGS8-Gao reg	Bcl-2 Bim block
CCCOc1ccc(-c2nnc(N)s2)cc1	-3	104	-37	62*	-9	2	-3	-13	103	103	-6
CC(C)n1nc(C(=O)OCC(=O)N2CC(=O)Nc3ccccc32)c2ccccc2c1=O	0	u	1	12	0	3	2	-2	96	98	-1
O=C(Nc1cccc(-c2nc3ncccc3o2)c1)c1sc2ccccc2c1Cl	x	100	18	38	5	5	2	1	99	101	0
Cc1ccc(S(=O)(=O)n2cnc3cc([N+](=O)[O-])ccc32)cc1C	-3	110	23	19	-5	-3	-1	-2	107	106	-5
C/C(=N\NC(=O)c1cc(Br)ccc1O)c1cccs1	-5	93	-32	-5	-5	-2	0	-6	93	98	-2
COC(=O)[C@H](CCSC)NC(=O)Nc1ccc(C(C)=O)cc1	-3	99	-22	-3	-6	-1	0	-13	97	101	-11
CCOC(=O)C1CCN(C(=O)c2cccnc2Oc2ccc(Cl)cc2)CC1	x	u	18	11	x	x	x	x	101	98	x
CCCCCC(=O)N/N=C(\C)c1ccccn1	0	99	-69	-30	-1	3	2	1	97	95	0
Cc1nnsc1Sc1cccc(C(F)(F)F)c1	0	99	-9	12	-10	0	0	-13	105	100	-10
CN(C)c1ccc(CN(C(=O)/C=C/c2ccco2)C2CCS(=O)(=O)C2)cc1 (configuration not stated)	x	u	-144	16	x	x	x	x	97	101	x
COC(=O)c1ccc2nc(NC(=O)COC(=O)CSc3nc(C)cc(C)n3)sc2c1	-6	95	-9	33	-9	0	-8	1	98	101	-7
COc1ccc(N2CCN(C(=O)CCCn3c(=S)[nH]c4cc5c(cc4c3=O)OCO5)CC2)cc1	-1	103	-69	34	-16	-4	-3	3	106	100	-2
COc1ccc(-c2ccc([C@H]3[C@@H]4C=CCC[C@@]4(C)C(=O)N3Cc3ccccc3)c(F)c2)cc1OC	x	u	-29	4	x	x	x	x	108	105	x
CCOC(=O)Cc1csc(SCC(=O)Nc2cc(C)ccc2OC)n1	0	89	-18	0	-2	-1	0	-7	95	99	0
COc1cc(/C=N/NC(=O)COc2ccc(-n3cnnn3)cc2)ccc1OCC(N)=O	x	u	9	9	x	x	x	x	98	102	x
Cc1c(Cl)cccc1NC(=O)Cn1nnc(C(=O)NCc2cccs2)c1N	-1	u	-26	-2	0	1	0	-3	97	99	0
c1ccc2nc(N3CCOCC3)c(N3CCOCC3)nc2c1	-13	105	1	-4	-4	-1	-2	-9	109	105	-5
Cc1cccc(C(=O)N2CCN(c3ncnc4c3cnn4-c3ccccc3)CC2)c1	-2	103	4	-1	-2	2	2	2	102	102	5
COc1cc(CN2CCN(c3cccc(Cl)c3)CC2)cc(OC)c1OC	-3	94	44	31	-5	-4	-5	0	99	82	-2
CSc1ccccc1NC(=O)c1c(C)noc1C	-5	103	-44	22	-10	-1	0	-12	99	102	-10
Cc1ccc(S(=O)(=O)N(C)C)cc1NC(=O)c1c(-c2c(F)cccc2Cl)noc1C	x	u	-12	-11	x	x	x	x	100	101	x
O=C(OCC(=O)N1CCc2ccccc2C1)c1cccc([N+](=O)[O-])c1	-6	103	0	11	-1	-3	-4	-5	100	98	-2
ONC(=Nc1ccc(Cl)cc1)c1ccc(Cl)cc1	-4	98	4	19	-5	-1	-2	-1	95	97	-2
CCNc1nc(C)c(CN(C(C)=O)c2ccccc2)nc1C#N	0	98	-13	9	1	0	0	0	96	87	-1
O=C(CCCC(=O)N(CC(=O)NC1CCCCC1)Cc1ccccc1)Nc1ccccn1	7	101	-5	5	-7	0	-1	-12	96	102	-6
New compounds follow
SMILES	Bcl-XL Bim block	RGS7-Gao	Mcl1-Bid inh	Mcl1-Noxa inh	Bim-Bcl-B	Bim-Bcl-W	Bim-Mcl-1	Bfl-1 Bim block	RGS4-Gao reg	RGS8-Gao reg	Bcl-2 Bim block
Cc1cccc(N(CC(=O)NC(C)C)C(=O)c2ccc(N3CCCC3)nc2)c1	-2	98	-39	2	0	-1	-3	-3	100	101	-3
Cc1cc(C)nc(N/N=C/C2=C(O)CC(c3ccc(F)cc3)CC2=O)n1 (configuration not stated)	x	u	-135	-112	x	x	x	x	105	101	x
COc1cccc2[nH]c3c(N4CCCCC4)ncnc3c12	1	100	-19	18	-6	2	3	-14	105	106	-3
Cn1c(CNC(=O)Cc2ccc3c(c2)OCO3)nnc1SCc1ccccc1	-1	98	-16	14	-5	-1	-1	-7	97	97	-8
Cc1cc(Oc2ccc(N)cn2)cc(C)c1Cl	x	u	-19	28	x	x	x	x	104	103	x
COC(=O)c1c(N)sc(C(=O)N2CCOCC2)c1C	-6	105	-5	-3	-7	4	0	-10	103	102	-8
CC(C)C(=O)NC(c1ccccc1Cl)c1c(O)ccc2ccccc12 (configuration not stated)	2	95	-21	x	-5	2	-1	-10	100	98	-10
Cc1ccc(NCC(=O)N/N=C\c2cccc(O)c2)cc1	0	98	-24	15	-6	0	1	0	100	100	0
CCOC(=O)C1CCN(c2ccc(C(N)=O)cc2[N+](=O)[O-])CC1	-6	100	-15	0	-10	-3	-3	-12	99	102	-5
O=Cc1cccn1-c1sc2c(c1C(=O)O)CCCC2	-3	109	-38	-1	-4	-4	-1	-1	108	113	1
Cc1cc(=O)[nH]c(=S)n1-c1ccccc1	-7	102	-14	4	-7	0	0	-10	104	106	-10
O=C(NNC(=O)c1cccc2ccccc12)c1ccc2c(c1)OCO2	x	u	-10	-8	x	x	x	x	95	96	x
CCCCCc1ccc(CC(=O)O)cc1	-10	127	-15	4	-11	-3	-5	-19	130	124	-13
CC(C)CNC(=S)NC(=O)c1ccc(F)cc1	-3	102	-13	9	-4	-1	-1	-2	107	105	-3
CC(C)CNS(=O)(=O)c1cc(C(=O)N2CCOCC2)c(Cl)cc1Cl	-4	98	-25	-2	-7	0	0	-12	103	101	-7
COc1ccc(CCN2CC(C(=O)Nc3cccc(C(C)=O)c3)CC2=O)cc1OC (configuration not stated)	4	u	-43	6	0	8	-2	8	103	101	1
CCc1ccc(C(=O)Cn2cnc3cc([N+](=O)[O-])ccc3c2=O)cc1	x	u	-50	4	x	x	x	x	97	96	x
Cc1onc(C(=O)Nc2sc3c(c2C(N)=O)CCCC3)c1[N+](=O)[O-]	x	u	-27	16	x	x	x	x	119	108	x
C/C(=C\c1ccccc1)CN1CCN(Cc2ccc(C)o2)C(CCO)C1 (configuration not stated)	0	104	-37	7	0	15	25	-1	102	103	1
COc1ccc(S(=O)(=O)n2nc(OC(=O)C3CCCCC3)cc2N)cc1	-4	103	-2	28	-9	2	-4	-10	102	102	-8
N=C(N)SCP(=O)(c1ccccc1)c1ccccc1	x	u	56*	9	x	x	x	x	91	95	x
COc1ccc(N2CCN(C(=O)c3ccc4nc(N5CCCCC5)sc4c3)CC2)cc1	-4	99	-38	6	-5	-2	0	-12	99	100	-9
CC(C)NC(=O)C1CC(=O)N(C(C)c2ccccc2)C1 (configuration not stated)	-4	112	-17	-6	-2	1	-3	0	114	95	-3
O=C(Cc1ccc(F)cc1)Nc1cccc(-c2ccc3nncn3n2)c1	-2	u	-21	0	-1	0	0	-3	103	103	-1
O=C(Nc1cccn(Cc2c(Cl)cccc2Cl)c1=O)C1CC1	-4	u	-23	6	-3	0	0	-4	95	98	-1

Assay outcomes (PubChem BioAssay)
